CF NFkB block: cystic fibrosis NF-kB activation inhibition. inhibition, % at 5 µM. KKLEB NF-kB-GFP reporter, PAF-induced, GFP fluorescence overnight. 360,000 compounds, 0.86% hits;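 active = at least 50% inhibition at 5 µM, scaled per plate between neutral and stimulator controls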;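 note: PAF is a Pseudomonas aeruginosa culture filtrate used as stimulus; plate controls were PAF-stimulated DMSO wells for no effect and unstimulated DMSO wells for full effect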
Shn3 3UTR inh: Schnurri-3 reporter inhibition in Clone20 osteoblasts | AID 588674 | 360,000 compounds, 0.52% hits | Clone20 osteoblast Shn3 3'UTR firefly luciferase, 24 h | inhibition, % at 12.5 µM;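 active = mean inhibition of at least 75% with every replicate also reaching 75%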;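 note: 0% = median of neutral control wells and 100% = pilot-screen positive control compound; some compounds past the cut are filed as inactive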
KKLEB tox: reduces viability of KKLEB cystic fibrosis airway cells. KKLEB CF airway cells viability, ATPlite luminescence, overnight; active compounds read low; cells stimulated with P. aeruginosa culture filtrate. activity change (cytotoxicity), % at 5 µM. 360,000 compounds, 0.36% hits;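 active = corrected activity change at or below -50% at 5 µM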
NR5A2 inv ag: NR5A2 inverse agonism in reporter assay; HEK293T StAR-luciferase reporter, LRH-1 transfected, 24 h; AID 602396; 360,000 compounds, 0.13% hits; inhibition, % at 3.6 µM; O00482;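 active = inhibition above the mean inhibition of all tested compounds plus 3 SD, cut at about 73% in these data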;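 note: 0% = DMSO wells and 100% = reporter-only cells lacking LRH-1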
Target sequence (O00482 whole entry, looked up): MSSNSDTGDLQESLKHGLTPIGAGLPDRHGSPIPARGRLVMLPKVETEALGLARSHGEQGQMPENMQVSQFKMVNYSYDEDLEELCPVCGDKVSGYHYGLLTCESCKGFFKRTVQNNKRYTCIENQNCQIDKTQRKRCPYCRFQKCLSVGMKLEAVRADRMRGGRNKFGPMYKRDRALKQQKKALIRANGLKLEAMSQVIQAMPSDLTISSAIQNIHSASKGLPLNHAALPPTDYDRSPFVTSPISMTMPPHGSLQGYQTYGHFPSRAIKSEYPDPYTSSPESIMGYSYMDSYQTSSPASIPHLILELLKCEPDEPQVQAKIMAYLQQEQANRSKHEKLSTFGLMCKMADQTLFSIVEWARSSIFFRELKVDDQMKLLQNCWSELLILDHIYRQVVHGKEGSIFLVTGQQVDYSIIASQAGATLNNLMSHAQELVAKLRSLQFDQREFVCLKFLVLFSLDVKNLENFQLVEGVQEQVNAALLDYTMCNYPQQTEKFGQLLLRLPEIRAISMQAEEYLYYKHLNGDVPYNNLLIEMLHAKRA
SRC1 inh: human NCOA1 inhibition; inhibition, % at 3.6 µM; HEK293 GAL4-SRC1 luciferase reporter, luminescence; 360,000 compounds, 0.12% hits; Q15788; AID 588354;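 active = inhibition above the campaign mean plus 3 SD, with each screening campaign given its own cutoff, cut at about 60% in these data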;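 note: 0% = DMSO treated cells and 100% = gossypol at 36 µM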
TWEAK Fn14 block: blocks TWEAK-Fn14 interaction in a reporter cell assay; TWEAK-stimulated Fn14 reporter cells, luciferase luminescence, 8 h; inhibition, % at 10 µM; 360,000 compounds, 2% hits; AID 1159606; in the data active = inhibition above about 50%
SRC3 inh: inhibitors of human steroid receptor coactivator 3 (SRC3). Q9Y6Q9. HEK293 GAL4-SRC3 luciferase reporter, luminescence. inhibition, % at 3.6 µM. 360,000 compounds, 0.17% hits;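 active = inhibition above a per-campaign cutoff, the mean of all compounds plus 3 SD, cut at about 60% in these data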;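 note: 0% = DMSO-treated cells and 100% = gossypol-treated cells at 36 µM; higher means less SRC3-driven luciferase light from the GAL4 reporter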
TROY signal inh: inhibitors of TROY-dependent NF-kB signaling | Q293 LMP1-TROYcd NF-kB luciferase reporter, 4 h | inhibition, % at 10 µM | 360,000 compounds, 0.98% hits | AID 1347056;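 active = compounds whose plate-normalised and pattern-corrected inhibition of the luciferase reporter signal at the single screening dose is 50% or more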
COUP-TFII inh: blocks human COUP-TFII nuclear receptor | P24468 | HEK293T NGFI-A luciferase reporter, luminescence | inhibition, % at 8.6 µM | 370,000 compounds, 0.7% hits | AID 686940;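 active = inhibition above a per-plate cutoff, mean inhibition of test wells between control levels plus 3 SD, cut at about 38% in these data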;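 note: cells cotransfected with COUP-TFII expression vector driving the NGFI-A reporter; 0% = median of COUP-TF2 test wells and 100% = reporter-only cells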
Target sequence (P24468 whole entry, looked up): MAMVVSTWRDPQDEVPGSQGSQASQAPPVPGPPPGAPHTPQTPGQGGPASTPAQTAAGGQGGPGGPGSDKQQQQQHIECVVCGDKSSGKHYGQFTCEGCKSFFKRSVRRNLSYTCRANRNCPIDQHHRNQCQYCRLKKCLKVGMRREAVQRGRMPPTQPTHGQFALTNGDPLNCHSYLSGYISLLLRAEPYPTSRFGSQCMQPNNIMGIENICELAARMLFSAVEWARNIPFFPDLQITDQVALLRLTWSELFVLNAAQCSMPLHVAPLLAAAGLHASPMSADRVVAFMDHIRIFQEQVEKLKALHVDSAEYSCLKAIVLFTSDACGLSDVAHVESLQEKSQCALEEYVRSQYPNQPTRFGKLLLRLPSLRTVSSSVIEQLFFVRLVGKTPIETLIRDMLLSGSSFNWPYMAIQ
TRAIL sens C8: sensitizes caspase-8 expressing cells to TRAIL | NB7+C8 cells + TRAIL, ATPlite viability luminescence | AID 624354 | 360,000 compounds, 1% hits | inhibition (viability loss, TRAIL sensitization), % at 10 µM;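 active = compounds causing at least 50% loss of cell viability in the single-dose screen, relative to plate controls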
LMP1 NFkB inh: Epstein-Barr LMP1 NF-kappaB reporter inhibition; 350,000 compounds, 0.69% hits; inhibition, % at 12.5 µM; AID 504558; LMP1-induced NF-kappaB luciferase reporter cells, luminescence; in the data active = inhibition above about 41%;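 note: 0% = neutral control wells and 100% = reference inhibitor control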
Numbers without * were called inactive; . = no result given; & = joins results of further samples. This is a subset, so the mix of outcomes need not match the whole.

SMILES	CF NFkB block	Shn3 3UTR inh	KKLEB tox	NR5A2 inv ag	SRC1 inh	TWEAK Fn14 block	SRC3 inh	TROY signal inh	COUP-TFII inh	TRAIL sens C8	LMP1 NFkB inh
COc1ccc(-c2nn(CCC#N)cc2C(=O)Nc2ccccc2Br)cc1[N+](=O)[O-]	-18	-53	3	-5	-9	-26	0	3	11	-8	-7
C[C@@]12N[C@@H](Cc3ccccc31)c1ccccc12	-11&-20	-12&7	10&9	1&9	0&-7	-3&-7	-21&-5	-10&6	2&-3	-18&-5	8&-2
Cc1cc(C)c(S(=O)(=O)NCC2CCC(C(=O)N3CCC4(CC3)OCCO4)CC2)c(C)c1 (stereo not drawn)	-9	-6	-24	-12	5	-10	8	-15	14	-21	-2
N/C(=N/[N+](=O)[O-])N1CCN(C(=O)Oc2ccc([N+](=O)[O-])cc2)CC1	4	16	-13	10	5	4	1	8	19	-9	31
CCS(=O)(=O)N1CCC(C(=O)N2CCC3(CC2)OCCO3)CC1	10	5	1	3	-17	-1	7	-20	-5	-6	-13
COC(=O)N1C(c2ccccc2)C1c1ccccc1 (stereo not drawn)	1	0	-2	-13	-7	5	6	-3	10	-13	-11
C=CCn1c(O)c(/C=C2/C=c3ccccc3=N2)c(=O)[nH]c1=S	-20	-2	2	21	5	15	-15	-12	21	1	-26
CCN(CC)Cc1c[nH]c2ccccc12	13	0	-1	26	-2	7	7	17	-1	-7	-6
C=CCN1C(=O)NC(=O)/C(=C/c2cnc(SC)nc2)C1=O	-11	-10	8	18	4	7	11	-4	6	-14	-3
Fc1cccc(-c2ccc3c(c2)CN(C(=S)NCCc2ccccc2)Cc2cnnn2-3)c1	16	1	-25	22	1	-4	-3	15	6	20	.
CC1(C)N2CC3([N+](=O)[O-])CN1CC([N+](=O)[O-])(C2)C3	-7	-2	8	18	-38	-13	9	-9	-15	-9	0
COc1ccc(CN2Cc3cc(N4CCOCC4)ccc3-n3nncc3C2)cc1	-7	10	-8	17	7	-41	-1	3	-17	-8	.
C=C(C)[C@@H]1[C@H]2OC(=O)[C@H]1[C@]1(O)C[C@H]3O[C@]34C(=O)O[C@H]2[C@]14C	-30	3	12	-21	-13	4	-8	-16	-4	5	2
Cc1[nH]c2ccccc2c1CCCNC1CCCCC1	-4	3	-16	6	3	37	21	-5	4	4	-4
CN(C)CCN=Cc1c(O)n(-c2cccc(C(F)(F)F)c2)c(=O)[nH]c1=O	-22	2	1	-12	-3	-19	-8	0	20	0	2
C=C1C(O)(c2ccccc2)C2CC[N+]1(C)CC2 (stereo not drawn)	8	-12	4	13	9	1	-10	-9	-1	-10	-9
C=CCCC1(CC)C(=O)NC(=S)NC1=O	9	-9	5	-18	-11	8	0	0	-7	-5	-2
C=CCn1c(O)c(C(C)=NCCc2ccccc2)c(=O)[nH]c1=O	4	8	-2	-10	10	5	13	-18	5	9	12
C[C@]12CC[C@H](O)C[C@H]1CC[C@@H]1C2CC[C@]2(C)[C@@H](C3=CC(=O)OC3)[C@@H](O)C[C@]12O (stereo partly drawn)	53*	-26	-53*	89*	53	56*	63*	34	44*	49	37
Cc1cc(OCC(=O)O)c2c3c(c(=O)oc2c1)CCCC3	4	5	-6	14	-8	-24	-16	2	15	10	4
O=C1NC(=O)C(CCc2ccncc2)(c2ccccc2)C(=O)N1	8	-4	-8	-1	-14	-12	-17	8	1	-19	8
Clc1ccc(OCC#CCN2CCOCC2)cc1	2	-14	0	-43	-31	-1	-25	-19	-26	13	5
Cc1ccccc1N1C(=O)NC(=O)/C(=C\c2cc(C)n(C)c2C)C1=O	-10	1	2	-17	-20	2	4	8	7	-5	13
COc1ccccc1-n1c(O)c(/C=C2\C=Nc3ccccc32)c(=O)[nH]c1=O	8	5	3	17	-19	14	-9	-3	4	-4	-8
O=C(CN1CCCCC1)c1ccccc1F	5	3	6	13	6	-7	-4	-19	11	-2	-7

Continued, starting with the last 2 of the part before.
SMILES	CF NFkB block	Shn3 3UTR inh	KKLEB tox	NR5A2 inv ag	SRC1 inh	TWEAK Fn14 block	SRC3 inh	TROY signal inh	COUP-TFII inh	TRAIL sens C8	LMP1 NFkB inh
COc1ccccc1-n1c(O)c(/C=C2\C=Nc3ccccc32)c(=O)[nH]c1=O	8	5	3	17	-19	14	-9	-3	4	-4	-8
O=C(CN1CCCCC1)c1ccccc1F	5	3	6	13	6	-7	-4	-19	11	-2	-7
COc1ccc(C(=O)C2CCCN(Cc3ccon3)C2)c(OC)c1 (stereo not drawn)	3	8	12	-22	-11	-4	5	18	9	-4	7
OC(CNC1CCCCC1)C(F)(F)F (stereo not drawn)	9	5	4	12	19	6	9	8	-7	-5	-5
O=c1[nH]c(O)c(N=Nc2cccc(S(=O)(=O)N3CCOCC3)c2)c(=O)[nH]1	-1	-1	7	-22	8	9	11	-6	-1	0	14
COC(=O)C1=C(c2ccc(OC)c(OC)c2)C[C@@H]2CC[C@H]1N2C(=O)NC1Cc2ccccc2C1	-18	4	-6	-10	-6	4	-2	-40	-3	-4	1
CC(C)CC(N(C)C)C1(c2ccc(Cl)cc2)CCC1 (stereo not drawn)	-17&1	-8&5	16&-14	-25&-13	1&-36	10&-11	-12&-12	-2&-5	-4&4	-3&-14	-2&-1
CCOC(=O)C1(CCCc2ccccc2)CCN(C2CCC2)CC1	15	20	3	11	-1	-13	16	2	18	7	3
Cc1sc2c(c1C)C(c1ccc(C(C)(C)C)cc1)=NCC(=O)N2CC(=O)Nc1nccs1	5	11	7	-4	18	37	1	9	-3	8	-11
COc1ccc(C2SCC(=O)Nc3c2c(=O)[nH]n3C2CCCCCC2)cc1OC (stereo not drawn)	3	2	-4	14	2	15	16	-5	-5	-19	-5
CCCCn1c(O)c(C=NC2CCCCC2N)c(=O)[nH]c1=O (stereo not drawn)	-17	0	5	-9	-8	10	11	8	-6	-11	9
COc1ccc(CN2CCCC(C(=O)c3ccccc3SC)C2)cc1O (stereo not drawn)	-5	33	9	19	11	11	9	-2	-11	5	6
CCCCn1c(O)c(C(C)=NCCc2ccccc2)c(=O)[nH]c1=O	3	3	-2	-5	2	9	19	-1	14	1	5
O=C(C(Cc1ccccc1)NS(=O)(=O)c1ccc(F)cc1)N1CCC2(CC1)OCCO2 (stereo not drawn)	10	.	5	10	4	2	15	-17	16	12	-4
O=C(COC(=O)c1cc(Br)cc(Br)c1O)NC12CC3CC(CC(C3)C1)C2	27	8	-17	21	21	-1	-2	25	8	-3	.
CCN(CC)S(=O)(=O)c1ccc(N=Cc2c(O)n(-c3ccccc3)c(=O)[nH]c2=O)cc1	-7	13	-8	-15	15	-10	19	-7	5	7	-1
CCC1(CCCC(=O)c2ccc(F)cc2)C(=O)NC(=S)NC1=O	-2	-4	-1	9	-20	-12	-20	19	17	-14	6
CCc1nccc2c1[nH]c1ccccc12	-23	-6	-10	-26	12	-7	-9	-8	7	-2	-2
Nc1ccc(C(=O)N/N=C2/CN3CCC2CC3)cc1	9	-23	-14	-23	0	-2	-4	-10	-50	-9	5
O=c1c2ccccc2ncn1-c1ccc([N+](=O)[O-])c(C(F)(F)F)c1	-8	5	-1	6	-4	10	17	-45	9	-3	28
CCN(CC)C(=O)c1ccc(NC(=O)C2=C(C)OCCS2)cc1	-10	1	10	-6	-32	-1	-11	4	-21	7	4
O=C(N/N=C/c1c(O)n(Cc2ccco2)c(=O)[nH]c1=O)c1ccccc1O	-9	-30	8	-15	-25	11	-12	-25	-8	-2	-2
NC(=O)c1ccc(N=Cc2c(O)n(Cc3ccco3)c(=O)[nH]c2=O)cc1	-24	-14	6	10	-4	-19	24	4	-7	-10	-3
N#CC1=C(N)Oc2c(c(=O)oc3ccccc23)C1c1ccc(OC(=O)N2CCOCC2)cc1 (stereo not drawn)	-3	-5	-3	-8	-15	-14	9	-6	9	6	-3
CC1(C)CN(S(=O)(=O)OCC(Cl)(Cl)Cl)C(=O)N1	9	-4	-10	2	-8	0	14	-1	-7	-3	5
COc1ccccc1OCC#CCN1CCCC(C)C1 (stereo not drawn)	-14	-3	3	3	-16	14	5	17	8	20	1
O=c1[nH]c(=O)n(CCc2ccccc2)c(O)c1C=NCc1ccc2c(c1)OCO2	16	9	0	9	3	17	11	1	-6	15	2

Carrying on.
SMILES	CF NFkB block	Shn3 3UTR inh	KKLEB tox	NR5A2 inv ag	SRC1 inh	TWEAK Fn14 block	SRC3 inh	TROY signal inh	COUP-TFII inh	TRAIL sens C8	LMP1 NFkB inh
CC(=O)NC(Cc1ccc(N(CCCl)CCCl)cc1)C(=O)NC(CC(C)C)C(=O)O (stereo not drawn)	8	4	-1	4	-1	-8	6	5	-12	-5	-4
CCN(CC)CCN=Cc1c(O)n(Cc2ccccc2)c(=O)[nH]c1=O	5&0	-21&8	-7&12	-1&13	-10&1	28&7	-10&6	18&8	21&2	9&4	-2&-12
CC(C)n1cc(C(=O)N(CC(=O)NC(C)(C)C)Cc2ccccc2)cn1	-3	9	3	11	3	3	5	-13	-6	-14	1
CCCCC(=O)N/N=C/c1c(O)n(Cc2ccc(F)cc2)c(=O)[nH]c1=O	6	-5	-3	-2	17	9	19	13	-3	5	12
O=C(Nc1ccccc1)Oc1ccccc1	-12	-24	-3	-21	-11	14	-20	-58	-4	-19	-10
Cc1cccnc1-n1c(-c2ccccc2)nc2ccccc2c1=O	2	10	-5	8	-4	11	9	2	14	5	-3
COc1c2c(cc3c1OCO3)CC[N+](C)=C2	11	3	-15	5	5	1	16	-14	2	0	1
COC(=O)C1=C(c2ccccc2OCc2ccccc2)C[C@@H]2CC[C@H]1N2C(=O)NCc1ccc([N+](=O)[O-])cc1	-27	6	3	0	7	-6	17	-3	6	-7	-4
O=C1NC(=S)N(c2ccccc2F)C(=O)/C1=C\c1cccs1	12	37	4	11	-41	29	14	17	-1	-6	6
O=C(c1cc(C(=O)NCc2ccccc2)c(=O)n(Cc2ccccc2)c1)c1cc(Cl)ccc1O	17	20	-6	-17	-1	42	0	-2	-1	9	7
CCCCN1C(=O)/C(=C/C=C/c2ccco2)C(=O)NC1=S	14	9	-8	-8	3	7	10	1	-7	-4	-4
NCC(CC(=O)O)c1ccc(Cl)cc1 (stereo not drawn)	-18	-6	3	0	9	19	7	5	-4	-8	6
C[C@]12CCC3C(CC[C@H]4[C@H](O)[C@H](O)CC[C@]34C)C1CCC2=O (stereo partly drawn)	-5	-17	18	-10	-3	97*	-9	-6	-12	-9	1
COC(=O)C1=C(c2ccc(OCc3ccccc3)cc2)C[C@@H]2CC[C@H]1N2C(=O)NCc1ccc2[nH]ccc2c1	-7	27	-3	-17	-4	33	-8	19	15	-2	-4
C/C(=C\c1ccc(N(C)C)cc1)[N+](=O)[O-]	-5	29	-33	39	1	46	22	4	10	50*	4
COc1cccc(NP(=O)(Oc2ccc(Cl)cc2)Oc2ccc(Cl)cc2)c1	-4	10	-5	19	-6	10	17	18	-8	43	1
Cn1c(O)c(/C=N/N2CCCCC2)c(=O)[nH]c1=O	6	-17	-10	3	-4	-7	10	-2	2	6	1
CC(C)COc1ccc(C2(C#N)CC[N+](C)(C)CC2)cc1	10	5	-7	1	4	1	5	11	3	1	4

From PubChem BioAssay
